# Screening results as filed in PubChem.
# INS promoter inh: TRM-6 insulin promoter activity inhibition; TRM-6 cells (human fetal islet line), insulin promoter-eGFP reporter, imaging; reporter expression induced with tamoxifen; inhibition, % at 2 µM; actives 0.9% (n = 130,000); AID 1273;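 active = inhibition above the mean plus 3 SD, with well images judged a real hit on visual review, cut at about 60% in these data, passing the limit was not always enough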
# SDO1 yeast rescue: sdo1-depleted yeast growth rescue; S. cerevisiae sdo1-depleted JHY4D growth rescue, OD600 30 h; active compounds read high; pdr5 snq2 efflux-pump mutant strain; z-score at 10 µM; actives 0.21% (n = 140,000); AID 817;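 active = z-score above 3 at both the 24 hr and the 30 hr optical density reads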;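 note: z-score against mean and SD of all compound wells on the same plate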
# SDO1 yeast rescue Rescue 24 h: recorded beside SDO1 yeast rescue, whose call it bears; z-score; S. cerevisiae sdo1-depleted JHY4D growth rescue, OD600; measured here: growth rescue at 24 h;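 0 is the plate mean of compound wells and units are plate SD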
# * hit, by the source's call; . = no result given. Random draw from the library; about 0.92% have a hit in one of these screens.
SMILES,INS promoter inh,SDO1 yeast rescue,SDO1 yeast rescue Rescue 24 h
COc1ccc(C2C(C#N)=C(N)Oc3cc(C)[nH]c(=O)c32)c(OC)c1OC (configuration not stated),-7,-0.31,-1
Fc1ccc(-n2c(CN3CCCCC3)n[nH]c2=S)cc1,-19,.,.
N#Cc1cc(C(=O)c2ccccc2OCC(=O)Nc2ccccc2Cl)cn(C2CCCCC2)c1=O,-13,0.45,0.79
COc1ccc(CCNC(=O)CCS(=O)(=O)c2ccc(Br)cc2)cc1OC,50,.,.
CCN(C(=O)CN(C)Cc1cccc(Cl)c1Cl)c1c(N)n(Cc2ccccc2)c(=O)[nH]c1=O,.,0.28,0.54
CCCCNC(=O)CC1N=C2c3ccccc3N=C(SCC(=O)Nc3ccccc3OC)N2C1=O (configuration not stated),44,-0.22,-1
COCCNC(=O)C1CCCN(c2nn3c(=O)cc(C)nc3s2)C1 (configuration not stated),-8,0.54,-0.14
Cc1nc(SCC(=O)Nc2ccc(N3CCOCC3)cc2)nc(C)c1C,-23,-0.54,-1.2
Cc1ccc(Cn2ccc(NC(=O)c3cc4nc5c(c(C(F)(F)F)n4n3)CCc3ccccc3-5)n2)cc1,-17,1.8,2
COc1ccc(-c2c3c(=O)n(C)c(=O)n(C)c3cn2Cc2ccccn2)cc1,7,1.1,-0.27
O=C(/C=C\c1ccco1)Nc1nc(-c2ccc3ccccc3c2)cs1,.,-1.2,-1.2
CC(=O)Oc1ccc2c(c1)c(C(C)=O)c(C)n2C,-8,0.63,0.17
Cc1ccc(OCC(O)CN2C(=O)NC(C)(C)C2=O)cc1 (configuration not stated),0,-0.02,-0.11
NNC(=O)c1cc(Cl)ccc1Cl,47,2.1,1.9
CSc1nc(Oc2ccc3ccccc3c2)c2sccc2n1,-10,-1.1,-0.65
Cc1cccc(N2CCN(C(=O)c3cc4c(=O)n(C)c5ccccc5c4n3C)CC2)c1C,.,-1.9,-1.1
Cc1cc(=O)oc2c(CN3CCCCC3)c(O)c(Cl)cc12,72,0.51,0.65
CCOC(=O)c1c(C)[nH]c(C)c1C(=O)CSc1nc2ccccc2n1CCC#N,17,0.49,0.44
O=C(COC(=O)c1ccc2c(c1Cl)C(=O)c1ccccc1C2=O)NC1CC1,-18,-0.74,-0.58
COCCCNC(=O)c1ccccc1NS(C)(=O)=O,-42,0.68,-0.47
CC[n+]1c(S(=O)(=O)[O-])ccc2ccc(C)cc21,.,0.58,-0.62
CC1=C(C(=O)Nc2ccc(F)c(F)c2)C(c2cccs2)NC(=S)N1 (configuration not stated),17,-0.46,-1.5
COC(=O)c1ccc(C)c(NS(=O)(=O)c2ccc3c(c2)OCCO3)c1,-35,-0.23,0.02
Cc1cc(C)c(NC(=O)COC(=O)c2cccc3c2C(=O)c2ccccc2C3=O)c(C)c1,-25,-1.1,-1.1
Cc1cc2c(c(=O)n1C)C(Cc1ccccc1)C(C#N)=C(N)O2 (configuration not stated),-13,1.9,1.6

# Later entries:
SMILES,INS promoter inh,SDO1 yeast rescue,SDO1 yeast rescue Rescue 24 h
CC(C)c1nc(SCc2c(F)cccc2Cl)c2c(=O)n(C)c(=O)n(C)c2n1,.,0.28,0.72
COc1ccc(CNC(=O)C(c2ccc(C)o2)N(C(=O)c2csnn2)c2ccc(C(C)C)cc2)cc1 (configuration not stated),-16,-1.1,-0.86
O=C(CSc1nc(O)cc(=O)n1-c1ccccc1)N1CCCCC1,-52,-0.03,-0.03
COc1ccccc1C(=O)Nc1cccc(N(C)S(C)(=O)=O)c1,-18,0.54,1.1
Cc1ccccc1N(CC(=O)Nc1ccccc1C(=O)O)S(C)(=O)=O,45,0.55,0.68
COc1ccccc1NC(=S)N(Cc1ccc(C)cc1)Cc1cccnc1,-47,.,.
O=C(COc1ccccc1)Nc1nc(-c2ccc(S(=O)(=O)N3CCOCC3)cc2)cs1,27,-1.7,-1.1
COc1cc(CCC(=O)Nc2ccc(Br)c(C(F)(F)F)c2)cc(OC)c1OC,-47,0.24,0.44
O=C1N(c2cccc(Cl)c2)C(c2ccccc2)N2CCCN12 (configuration not stated),26,1.6,2
Cc1cc(C)c([N+](=O)[O-])cc1NC(=O)CCSc1ccccc1Cl,53,-0.77,-0.88
CC1(C)CC(=O)c2c(n(S(=O)(=O)c3ccccc3)c3ccc(NS(=O)(=O)c4ccccc4)cc23)C1,-30,-0.24,-0.44
Cn1c(SCC(=O)NCc2ccco2)nnc1-c1ccc(S(=O)(=O)N2CCOCC2)cc1,6,0.64,0.96
CN(CCC#N)CC(=O)Nc1ccc(NC(=O)CN(C)CCC#N)cc1,-60,-0.63,-0.47
COc1ccc(Cc2nnc(NC(=O)c3cccs3)s2)cc1OC,36,.,.
COc1ccccc1NS(=O)(=O)c1cc(C(=O)NCc2ccco2)ccc1C,-7,-0.41,-1.2
O=C(NCCCN1CCOCC1)c1cc(-c2ccc3c(c2)OCO3)nc2ccccc12,.,0.51,0.39
c1ccc(COc2ccc(CN3CCN(c4ccccn4)CC3)cc2)cc1,-21,-1.3,-1.7
COc1ccc(/C=C(/NC(=O)c2ccccc2Cl)C(=O)O)cc1,-16,.,.
CCn1c(COc2ccccc2C)nnc1SCC(=O)Nc1ccc2c(c1)OCCO2,12,-0.31,0.05
COc1ccc(CC(=O)OCC(=O)NC(=O)NC(C)C)cc1,.,-0.13,0
Cc1cc2ccccc2nc1SCC(=O)Nc1nc(-c2ccccc2)cs1,.,-0.19,0.4
O=S(=O)(c1ccc(N2CCOCC2)nc1)N1CCOCC1,69,-0.34,-0.82
CCCc1cc(=O)[nH]c(SCC(=O)N(C)Cc2ccccc2)n1,.,0.09,-0.32
CC1CCCCN1C(=O)c1cc(F)c(F)cc1Cl (configuration not stated),-17,-0.11,-0.51
O=C1NCC(COc2cccc3ccccc23)O1 (configuration not stated),3,.,.

# Next section:
SMILES,INS promoter inh,SDO1 yeast rescue,SDO1 yeast rescue Rescue 24 h
Cc1ccc(CSc2nnc3c(n2)OC2(Nc4ccccc4-3)C(=O)Nc3ccc(F)cc32)cc1 (configuration not stated),.,-1.4,-1.2
COC(=O)c1ccc(NC(=O)CSc2nnc(-c3ccncc3)n2N)cc1,-81,2.2,3
COc1ccc2c(c1)OC(O)(C(F)(F)C(F)F)CC2=O (configuration not stated),-9,-0.15,-0.47
O=C(NCC(=O)N(c1ccc2c(c1)OCCO2)C(C(=O)NC1CCCC1)c1ccco1)c1ccco1 (configuration not stated),10,0.36,0.24
CCn1c(C)nc2cc(C(=O)N/N=C/c3ccc(O)c(O)c3O)ccc21,14,.,.
CCOc1ccccc1NC(=O)CCCc1nc2ccccc2c(=O)[nH]1,.,0.25,0.13
CCSc1nnc(-c2ccccc2NC(C)=O)c(=O)[nH]1,71*,0.64,0.15
O=C1O/C(=C/C(=O)N2CCOCC2)c2ccccc21,-25,-0.14,-0.97
CCOC(=O)CN1C(=O)C(O)(CC(=O)c2cccc(OC)c2)c2ccccc21 (configuration not stated),-27,1,1.4
CCCC(=O)Nc1nnc(CCOC)s1,-43,0.66,0.46
CCOC(=O)c1cnc(SC)nc1Nc1cccc2ccccc12,12,-0.79,0.41
CCCCOC(=O)Cn1c(-c2ccccc2)nc2ccccc2c1=O,3,-0.19,-0.12
CC(C)(C)NC(=O)Cn1cc(C#N)c2cc(Br)ccc21,31,-0.56,-1.1
COc1cccc(CNC(=O)CSc2ccc(-c3cccs3)nn2)c1,-78,.,.
Cc1c(NC(=O)COC(=O)C23CC4CC(CC(Br)(C4)C2)C3)c(=O)n(-c2ccccc2)n1C,-64,.,.
CSC1=NCCN1S(=O)(=O)c1ccc2ccccc2c1,31,.,.
Cc1cc(C(=O)Nc2cccc(C(=O)O)c2)c(C)o1,19,0.88,0.39
O=C(c1ccccc1F)N(Cc1cccnc1)Cc1cc2cc3c(cc2[nH]c1=O)OCCO3,20,.,.
C=CCn1c(N)c(C(=O)Nc2ccccc2)c2nc3ccccc3nc21,-104,-1.4,-0.01
O=C(NCc1ccco1)C(=O)NCC1OCCCN1S(=O)(=O)c1ccc(Cl)cc1 (configuration not stated),11,.,.
COc1ccc(C(=O)NNC2=NC(C)(C)Cc3cc(C)c(C)cc32)cc1,-54,-0.46,-0.89
CN(CC(=O)Nc1ccccc1N1CCOCC1)S(=O)(=O)c1ccc(F)cc1,26,-0.25,-0.82
Cc1ccc(NC(=O)c2cc(C)n(-c3cccc(C)c3)c2C)cc1,-7,-1.8,-0.17
CCOC(=O)Cc1cc(=O)n2[nH]c(-c3ccc(Cl)cc3)cc2n1,0,-0.49,-0.93
Cc1ccc(N(CC(=O)NCC2CCCO2)C(=O)Cn2nnc(-c3cccs3)n2)cc1 (configuration not stated),15,.,.

# Continued.
SMILES,INS promoter inh,SDO1 yeast rescue,SDO1 yeast rescue Rescue 24 h
CC(C)CC(=O)NC(=S)Nc1ccc(Cl)cn1,-50,-0.45,0.17
O=C(NCC1CCCO1)C1CCN(CC2CCCCC2)CC1 (configuration not stated),44,0.68,-0.03
O=C(c1n[nH]c(=O)c2ccccc12)N1CCN(c2ccccc2Cl)CC1,.,-0.83,-0.85
CCc1cc2c(=O)n(CCC(C)C)c(=S)[nH]c2s1,52,.,.
CC(C)c1[nH]nc2c1C(C(C)C)C(C#N)=C(N)O2 (configuration not stated),58,0.96,1.4
CC(OC(=O)c1cccs1)C(=O)Nc1nc(-c2ccccc2)cs1 (configuration not stated),.,0.03,0.55
COC(=O)c1c(C)oc2ccc(NS(=O)(=O)c3cccs3)cc12,62,-0.7,-0.39
[O-][n+]1onc2c1CCC1N(O)C(c3ccccc3)CC21O (configuration not stated),26,-0.03,-0.8
COc1ccc(C(N)=O)cc1NC(=O)c1cccc(F)c1,3,0.37,-0.15
CC(C)CNC(=O)c1cccc(NC(=O)c2ccco2)c1,.,1.1,1
O=C(NC1CCCC1)c1cccc(NC(=O)c2ccco2)c1,-231,0.27,0.58
O=C(Nc1ccc(S(=O)(=O)N2CCCC2)cc1)c1ccc(CN2CCOCC2)cc1,.,0.8,0.87
CN(CC(=O)OCC(=O)NCc1ccccc1)S(=O)(=O)c1ccc(Cl)cc1,13,0.2,-0.27
S=C(Nc1cccnc1)NC1CCCCCCC1,-34,0.4,0.32
COc1ccc2nc(NC(=O)c3ccccc3-c3ccccc3C(=O)O)sc2c1,36,.,.
Cc1ccc(NC(=O)Nc2ccccc2)c(Br)c1,-202,-0.32,-0.06
CC(=O)c1ccc(-n2c(-c3cc(-c4ccco4)[nH]n3)n[nH]c2=S)cc1,11,0.03,-0.43
COc1ccc(-c2nnn(CC(=O)N(C3CCCC3)C(C)C(=O)NC3CCCC3)n2)cc1OC (configuration not stated),.,1.1,0.07
CCOC(=O)N1CCN(c2ccc3nnnn3n2)CC1,-45,1.5,2.6
CCOc1ccc(CC2S/C(=N/c3ccccn3)NC2=O)cc1 (configuration not stated),.,-1,-1
O=C(CCCn1c(SCC(=O)NC2CCCCC2)nc2ccccc2c1=O)NCC1CCCO1 (configuration not stated),50,0.88,0.91
CSc1nccc(N2CCN(c3ccc(F)cc3)CC2)n1,-27,-1.1,-1
COc1ccc(C(c2sc3nc(C)nn3c2O)N2CCCCC2)cc1 (configuration not stated),.,-0.59,-0.54
Cc1cc(=O)n(CC(=O)O)c2ccccc12,-17,.,.
CCN(CC)C(=O)c1sc(NC(=O)c2ccoc2C)c(C(=O)OC)c1C,-65,-0.15,0.18

# As a working copy, some entries already given:
SMILES,INS promoter inh,SDO1 yeast rescue,SDO1 yeast rescue Rescue 24 h
[O-][n+]1onc2c1CCC1N(O)C(c3ccccc3)CC21O (configuration not stated),26,-0.03,-0.8
COc1ccc(C(N)=O)cc1NC(=O)c1cccc(F)c1,3,0.37,-0.15
CC(C)CNC(=O)c1cccc(NC(=O)c2ccco2)c1,.,1.1,1
O=C(NC1CCCC1)c1cccc(NC(=O)c2ccco2)c1,-231,0.27,0.58
O=C(Nc1ccc(S(=O)(=O)N2CCCC2)cc1)c1ccc(CN2CCOCC2)cc1,.,0.8,0.87
CN(CC(=O)OCC(=O)NCc1ccccc1)S(=O)(=O)c1ccc(Cl)cc1,13,0.2,-0.27
S=C(Nc1cccnc1)NC1CCCCCCC1,-34,0.4,0.32
COc1ccc2nc(NC(=O)c3ccccc3-c3ccccc3C(=O)O)sc2c1,36,.,.
Cc1ccc(NC(=O)Nc2ccccc2)c(Br)c1,-202,-0.32,-0.06
CC(=O)c1ccc(-n2c(-c3cc(-c4ccco4)[nH]n3)n[nH]c2=S)cc1,11,0.03,-0.43
COc1ccc(-c2nnn(CC(=O)N(C3CCCC3)C(C)C(=O)NC3CCCC3)n2)cc1OC (configuration not stated),.,1.1,0.07
CCOC(=O)N1CCN(c2ccc3nnnn3n2)CC1,-45,1.5,2.6
CCOc1ccc(CC2S/C(=N/c3ccccn3)NC2=O)cc1 (configuration not stated),.,-1,-1
O=C(CCCn1c(SCC(=O)NC2CCCCC2)nc2ccccc2c1=O)NCC1CCCO1 (configuration not stated),50,0.88,0.91

# Continuation:
SMILES,INS promoter inh,SDO1 yeast rescue,SDO1 yeast rescue Rescue 24 h
N#Cc1ccsc1NC(=O)COC(=O)c1cc2ccccc2cc1O,35,0.15,0.31
COc1ccc(-c2nnc(SCc3ccccc3)n2N)cc1,.,0.35,-0.04
Cc1ccc(S(=O)(=O)Cn2nnnc2C(c2ccc(F)cc2)N2CCC(C(N)=O)CC2)cc1 (configuration not stated),.,0.96,0.49
CCCCn1nnnc1SCC(=O)N1CCOCC1,58,1.6,1.1
O=C(CCCn1c(=S)[nH]c2cc3c(cc2c1=O)OCO3)N1CCN(C2CCCCC2)CC1,-4,1.4,1.4
CC(/C=N/NC(=O)c1n[nH]c2c1CCC2)=C\c1ccccc1,-58,-0.2,0.06
COc1ccc(NS(=O)(=O)c2cccc(C(=O)N/N=C/c3ccc4c(c3)OCCO4)c2)cc1,39,.,.
CC(C)NC(=S)NCc1cccnc1,.,1.6,1.3
